Source: PubChem BioAssay (several laboratories)
BoNT-A LC inh2 – blocks Botulinum neurotoxin A light chain protease | AID 588499 | multiplex microsphere protease substrate cleavage, flow cytometry | inhibition, % at 10 µM | actives 0.17% (n = 360,000); in the data active = inhibition above about 30%; inconclusive = no clear call, values can overlap the other calls; note: plate controls were buffer without enzyme for full effect and enzyme alone for no effect
FadD28 FP inh – inhibitors of Mycobacterium tuberculosis FadD28 bisubstrate binding. FadD28 bisubstrate probe binding, fluorescence polarization. inhibition, % at 12.5 µM. actives 0.22% (n = 360,000). AID 588549; in the data active = inhibition above about 8.5%, passing the limit was not always enough; inconclusive = no clear call, values can overlap the other calls
Mtb UGM inh – blocks M. tuberculosis UGM enzyme; P9WIQ1; purified UGM, fluorescence polarization probe displacement; inhibition, % at 10 µM; actives 0.06% (n = 320,000); in the data active = inhibition above about 10%, passing the limit was not always enough; inconclusive = no clear call, values can overlap the other calls
Target sequence (P9WIQ1 whole entry, looked up): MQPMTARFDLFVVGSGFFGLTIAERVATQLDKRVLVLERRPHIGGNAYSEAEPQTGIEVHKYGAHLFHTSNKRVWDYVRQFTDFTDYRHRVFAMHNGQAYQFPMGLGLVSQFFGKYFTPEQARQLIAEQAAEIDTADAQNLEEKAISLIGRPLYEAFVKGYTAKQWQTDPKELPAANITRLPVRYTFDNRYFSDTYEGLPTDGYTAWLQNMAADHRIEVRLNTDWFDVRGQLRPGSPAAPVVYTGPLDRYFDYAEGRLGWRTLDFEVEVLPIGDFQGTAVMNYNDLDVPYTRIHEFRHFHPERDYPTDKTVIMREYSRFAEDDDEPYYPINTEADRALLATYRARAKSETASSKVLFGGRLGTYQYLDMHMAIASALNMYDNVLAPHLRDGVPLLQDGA
BoNT-F LC inh – blocks Botulinum neurotoxin F light chain protease. Multiplex microsphere protease cleavage assay, flow cytometry. inhibition, % at 10 µM. actives 0.22% (n = 360,000). AID 588497; in the data active = inhibition above about 35%, passing the limit was not always enough; inconclusive = no clear call, values can overlap the other calls; note: plate controls were buffer without enzyme for full effect and enzyme alone for no effect
Mtb BioA inh – blocks M. tuberculosis BioA enzyme activity. purified M. tuberculosis BioA enzyme, plate reader. inhibition, % at 9.99 µM. actives 0.096% (n = 360,000); in the data active = inhibition above about 40%; inconclusive = no clear call, values can overlap the other calls
GDH-TPI counter – inhibits GDH-TPI coupling enzymes, artifact for Mtb FBA screen. GDH-TPI coupled enzyme counterscreen, NADH absorbance. inhibition, % at 4.8 µM. actives 1.2% (n = 360,000). AID 588335;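 note: 0% = DMSO wells and 100% = wells lacking the enzyme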
CCHF vOTU inh – blocks the CCHF virus ovarian tumor domain protease; CCHFV vOTU protease, Pep-AMC fluorescence; inhibition, % at 11.5 µM; actives 0.55% (n = 370,000); AID 651958; note: 0% = vehicle wells with enzyme and 100% = no enzyme wells
PrPC surface inh – reduces human prion protein on the cell surface. P04156. cell surface PrPC, TR-FRET read-out. inhibition, % at 13.8 µM. actives 0.43% (n = 370,000); in the data active = inhibition above about 24%; note: 0% = median of the test wells and 100% = reference compound wells
Mtb FBA inh – Mtb fructose-bisphosphate aldolase inhibition | P9WQA3 | purified M. tuberculosis FBA, fluorescence read-out | inhibition, % at 1 µM | actives 2.3% (n = 360,000) | AID 588726; in the data active = inhibition above about 27%;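 note: 0% = vehicle and 100% = reference inhibitor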
Target sequence (P9WQA3 whole entry, looked up): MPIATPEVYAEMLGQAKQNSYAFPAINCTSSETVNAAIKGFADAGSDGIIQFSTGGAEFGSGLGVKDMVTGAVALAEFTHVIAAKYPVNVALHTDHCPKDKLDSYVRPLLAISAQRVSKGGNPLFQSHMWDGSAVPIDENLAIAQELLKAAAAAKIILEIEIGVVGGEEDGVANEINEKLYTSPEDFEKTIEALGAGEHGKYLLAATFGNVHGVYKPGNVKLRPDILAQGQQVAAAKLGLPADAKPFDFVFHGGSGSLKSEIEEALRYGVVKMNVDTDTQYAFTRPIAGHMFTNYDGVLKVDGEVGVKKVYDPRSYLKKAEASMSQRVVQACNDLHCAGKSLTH
An asterisk follows results filed as active; ? = inconclusive; . = no result given; + = active, no number. Cut-off read from the data, not from the text of the source, unless noted: active = inhibition above about 30%; inactive = the rest.

cpd	mol	BoNT-A LC inh2	FadD28 FP inh	Mtb UGM inh	BoNT-F LC inh	Mtb BioA inh	GDH-TPI counter	CCHF vOTU inh	PrPC surface inh	Mtb FBA inh
1	COc1ccc(NC(=O)CSc2nc3ccccc3nc2N2CCCC2)cc1Cl	12	-4.6	3.5	5	-1.2	7	1	-4	-1
2	CCOc1ccc2ccccc2c1CNCCCN1CCOCC1	0.5	-1.6	.	1	-1.6	-10	-6	-1	-2
3	COCCn1c(-c2ccc(C#N)cc2)nc2c1c(=O)[nH]c(=O)n2Cc1ccccc1	-0.2	-2.6	3.2	-3	2.3	-5	-52	-1	+
4	C#CCOCCOCCOCCNc1nc(N2CCN(C(=O)[C@H](Cc3ccc(O)cc3)n3cc([C@@H](N)C(C)CC)nn3)CC2)nc(N2CCN(C(=O)[C@H](CCCCN)n3cc([C@@H](N)CO)nn3)CC2)n1 (some centres not stated)	-0.4	0.7	-1.1	-11	-2.6	5	.	.	3
5	Cc1ccc(-c2csc(NCCn3c(C(F)(F)F)nc4ccccc43)n2)cc1	-0.4	-2.0	-0.8	-7	-0.2	-3	1	21	0
6	NC(=O)c1cccnc1Oc1ccc(Cl)cc1Cl	0.4	-1.2	0.0	6	.	9	5	8	-2
7	CS/C(=N\S(=O)(=O)c1cccs1)Nc1ccc(F)c(Cl)c1	0.6	-0.7	-0.9	4	.	17	4	-9	1
8	CCNC(=O)COC(=O)c1ccc(-n2nc(C)cc2C)cc1	-0.7	-3.9	-1.6	-5	-2.7	3	-3	10	4
9	CC(C)c1ccc(N2C(=O)C(Cl)=C(N3CCOCC3)C2=O)cc1	-5.8	1.6	-0.7	-10	.	7	0	-1	3
10	Cc1ccsc1C(=O)OCc1nnc(-c2ccccc2)o1	0.2	-1.5	-0.4	3	3.3	-2	9	-5	-1
11	CC1(C)CC(CCC(=O)NC(=S)Nc2ccccc2Cl)C(=O)O1 (configuration not stated)	-0.6	-3.3	-0.8	-2	.	-1	1	-2	2
12	CC(CN1CCN(C)CC1)OC(=O)c1ccccc1Cl (configuration not stated)	-0.1	-0.9	4.5	4	-1.3	4	-9	2	4

Reprinted from the part before: 2 entries, then new ones.
cpd	mol	BoNT-A LC inh2	FadD28 FP inh	Mtb UGM inh	BoNT-F LC inh	Mtb BioA inh	GDH-TPI counter	CCHF vOTU inh	PrPC surface inh	Mtb FBA inh
11	CC1(C)CC(CCC(=O)NC(=S)Nc2ccccc2Cl)C(=O)O1 (configuration not stated)	-0.6	-3.3	-0.8	-2	.	-1	1	-2	2
12	CC(CN1CCN(C)CC1)OC(=O)c1ccccc1Cl (configuration not stated)	-0.1	-0.9	4.5	4	-1.3	4	-9	2	4
13	COc1ccc(OCCC(=O)NCc2ccccc2)cc1	1.9	-3.2	-1.4	12	-1.2	1	-9	3	5
14	O=C(/C(=N\Nc1ccccc1)Sc1nnnn1-c1ccccc1)c1ccccc1	0.4	0.5	3.3	-5	-2.6	14	-6	3	1
15	CC/C(=N\NC(=O)Nc1nonc1N)c1ccc(OC)c(OC)c1	?	-1.5	1.8	?	8.4	-5	-4	5	-4
16	Cc1cccc(C=Nc2ccc3c(c2)oc2ccccc23)c1O	-1.2	-0.3	-1.4	-7	-1.1	9	6	3	36*
17	CN1CCN(Cc2nc(Cc3cccc(F)c3)no2)CC1c1ccccc1 (configuration not stated)	-0.2	0.1	1.1	1	.	-1	2	5	-1
18	CCn1c(=O)[nH]c2ccccc2c1=O	0.1	1.0	0.7	4	0.3	15	-9	-5	5
19	COc1ccc(-c2[nH]c3ccccc3c2SCCNC(=O)c2ccccc2)cc1	0.6	-1.7	-0.4	-10	-0.6	-5	-5	6	1
20	CC1(C)Cc2c(sc(NC(=O)c3ccc4c(c3)OCCO4)c2C(N)=O)C(C)(C)N1	-0.5	-2.4	-3.7	-7	0.4	13	5	-2	0
21	CC(C)NC(=O)C(OC(=O)c1ccccc1)C(OC(=O)c1ccccc1)C(=O)O (configuration not stated)	0.7	-1.6	-1.5	2	.	0	-9	6	1
22	O=S(=O)(c1cccs1)N1CCN(CCc2ccccc2)CC1	1.4	-0.3	0.7	4	-0.6	4	15	4	1
23	Cc1ccc(NC(=O)CN(C)S(=O)(=O)c2ccc3[nH]c(=O)oc3c2)c(C)c1	-0.5	-1.1	5.2	-2	-3.5	10	3	-1	6
24	CC(C)Oc1ccc(C(=O)NCC(=O)OCC(=O)N(C)Cc2cccs2)cc1	-0.4	0.6	-2.2	-5	.	-1	-4	-4	-2
25	CCOc1ccccc1NC(=O)CSc1nncc2ccccc12	1.1	-3.0	2.9	4	23	-2	-4	14	1
26	Cc1ccccc1/C=N/NC(=O)c1ccc(-n2cnnn2)cc1	-0.5	0.0	2.4	-4	0.4	7	2	0	-2
27	COc1ccc(C(=O)O/N=C/c2ccc(S(=O)(=O)c3ccc(Cl)cc3)nc2)cc1	-0.1	-2.7	3.0	-5	-1.3	-7	5	8	-2
28	O=C(Nc1c(Cl)cc(Cl)cc1-c1nc2ccccc2s1)c1ccc(Br)o1	?	-0.1	1.0	-6	-1.6	17	13	-4	0
29	CC(C)[C@@H]1C=C(C(=O)O)O[C@H](OCCCCO)C1	-0.6	-2.0	2.4	12	-1.7	-1	-5	8	-1
30	O=C(CCC(=O)N1CCN(c2ccccc2F)CC1)N1CCN(c2ccc(F)cc2)CC1	-1.7	-0.2	-0.6	21	-1.2	-4	-14	1	0
31	O=C1CCCc2c1nc(-c1ccc([N+](=O)[O-])cc1)n2O	0.0	-1.9	-1.2	-5	.	11	9	-24	-1
32	COc1ccc(OC)c(CN2CCN(S(=O)(=O)c3ccc(NC(C)=O)cc3)CC2)c1	0.4	-1.4	1.3	5	.	0	22	4	8
33	O=C(N/N=C/c1cc2c(cc1Cl)OCO2)c1cc(-c2ccccc2)n[nH]1	-0.3	-1.4	1.2	6	-0.3	7	-3	5	5
34	N#C/C(=C\c1coc2ccc(O)cc2c1=O)C(=O)Nc1nc2ccccc2s1	3.3	29*	-26	-2	-31	20	4	-3	16
35	CC1(C(=O)O)CCN1C(=O)c1ccccc1F (configuration not stated)	0.0	-2.1	.	5	-0.5	4	-1	-2	-2
36	Cc1cnc(C(=O)N2CCCC(C(=O)c3ccc(C(C)(C)C)cc3)C2)cn1 (configuration not stated)	-1.2	-3.6	-0.5	1	.	-5	10	3	1
37	O=C(O)CC(c1ccccc1F)N1Cc2ccccc2C1=O (configuration not stated)	-2.4	-2.5	0.4	14	-1.0	-4	-3	5	2
38	COc1ccc(CCNC(=O)CSc2ncn[nH]2)cc1	5.9	0.6	0.4	5	.	-2	12	-3	2
39	NC(=O)C1CCN(C(=O)c2cc3ccccc3cc2O)CC1	-2.0	-0.9	1.1	2	-0.3	5	-1	-5	1
40	CC(C)n1cnc2cc(NCc3nc4ccccc4n3C)ccc21	1.1	-0.2	-1.0	2	1.3	2	13	-1	6
41	CCOC(=O)N1CCN(Cc2nc3cc(NC(C)=O)ccc3n2CC)CC1	-2.4	.	4.3	-6	1.3	-5	-6	-1	-1
42	COc1ccc(N(CC(=O)Nc2ccc(C)cc2C)S(=O)(=O)c2c(C)n[nH]c2C)cc1	2.6	-1.4	3.1	6	6.3	2	17	5	0
43	COc1cc(OC)cc(C(=O)NCCNC(=O)c2ccccn2)c1	-1.4	-2.4	-0.9	-2	-4.8	-4	-12	-6	2
44	Cc1ccc(C(O)c2ncc(-c3ccc(F)cc3)[nH]2)cc1F (configuration not stated)	-0.1	-3.6	.	0	2.8	5	-2	4	-2
45	Cc1ccc(S(=O)(=O)C/N=C(/NC(=S)N(c2ccccc2)c2ccccc2)c2ccccc2)cc1	2.0	0.6	0.1	-3	-4.9	9	11	-4	3
46	CCn1c(C)[n+](CCOC(C)=O)c2cc(Cl)c(Cl)cc21	0.5	-4.0	1.9	1	.	-2	-10	-5	2
47	CCCCCCn1c(=O)n2n(c1=O)[C@@H]1CN(S(=O)(=O)c3ccc(C)cc3)C[C@]1(O)[C@@H](OC(=O)NC1CC1)C2	0.0	-4.2	.	-2	1.2	-10	3	-6	1
48	COc1cc(C)c2sc3ccccc3c(=O)c2c1NCCN(C)C	-0.3	-0.7	.	-39	3.6	12	-2	-14	-1
49	CCOC(=O)C(NC(=O)c1ccccc1)=C1C=C(C)OC(C)=C1	0.4	0.0	-1.2	8	0.3	42*	-4	-5	-3
50	O=C(NCc1ccccn1)Nc1cc(Cl)cc(Cl)c1	-1.5	-11	-0.5	6	0.7	-1	11	3	-1
51	Cc1onc(-c2c(Cl)cccc2Cl)c1C(=O)O/N=C(\C#N)c1c(Cl)cccc1Cl	-2.3	0.0	-0.4	?	.	-17	-14	4	3
52	COC(=O)c1ccc(NC(=O)CCc2c(C)nc3ncnn3c2C)cc1	-1.1	1.1	1.7	-3	0.5	11	-2	1	5
53	COC(=O)c1cc(C#N)c(NCc2ccccc2)nc1C	-0.3	0.5	-1.5	-12	.	-3	-2	6	15
54	Cc1cc(C)cc(-n2nnnc2SCC(=O)Nc2nc(-c3ccc(F)cc3)cs2)c1	-0.3	-3.8	-1.0	-3	-0.6	11	-4	-2	-2
55	CN(C)S(=O)(=O)c1cccc(N2C(=O)CC3(CCCCC3)CC2=O)c1	-0.6	-2.1	1.3	3	.	7	-1	0	3
56	CCCN(CCC)c1cc(Cl)nc(N)n1	-0.6	-1.3	-0.7	2	.	3	8	4	-1
57	CCCCCCn1cc(C(=O)O)c(=O)c2cc(F)c(N3CCN(C)CC3)cc21	-5.7	?	0.4	?	-0.5	12	.	.	2
58	CCOC(=O)c1ccc(Oc2c(C)oc3c(CN4CCN(C)CC4)c(O)ccc3c2=O)cc1	-0.8	-2.2	2.3	-15	-1.0	22	-173	3	157*
59	NC(=O)c1c(NC(NC(=O)c2ccco2)(C(F)(F)F)C(F)(F)F)sc2c1CCCC2	0.2	0.8	0.8	1	1.5	16	8	3	6
60	COc1ccc(N(CC(=O)NCc2cccc(OC)c2)S(=O)(=O)c2c(C)noc2C)cc1	0.4	-5.0	-1.0	0	-0.1	2	14	6	0
61	Cc1ccc(/C=N/N2CCN(Cc3cccc4ccccc34)CC2)s1	0.5	-1.5	-1.3	3	.	3	-7	7	4
62	CC(NC(=O)C(=O)NCCN1CCN(C(=O)c2ccccc2Br)CC1)c1ccccc1 (configuration not stated)	1.9	-3.1	-2.1	-1	9.9	-6	-8	2	-1
63	Cc1ccccc1-c1cc(-c2ccccc2O)n[nH]1	-4.4	-10	2.4	-64	0.8	4	14	2	-3
64	O=C(O)c1cccc(S(=O)(=O)Nc2ccc3[nH]c(=O)[nH]c3c2)c1	0.2	-0.8	-0.5	-2	-2.3	4	6	-7	4
65	S=c1[nH]nc(NC2CCCCC2)s1	0.6	-2.8	.	2	-0.5	-2	-4	-3	-1
66	CCC(=O)c1ccc(OCC(=O)Nc2ccc(S(=O)(=O)Nc3cc(C)nc(C)n3)cc2)cc1	-0.8	-0.5	0.7	-14	2.8	3	15	5	2
67	COc1ccnc(Nc2ccc(C)c(C)c2)c1C#N	0.3	0.9	1.6	-1	1.0	2	-11	1	1
68	CCNc1nc(NC(C)CC)nc(Oc2ccc(=O)[nH]n2)n1 (configuration not stated)	?	1.5	-0.6	0	-1.2	-2	9	-4	4
69	COc1ccc(C(=O)NC(=O)COC(=O)CCS(=O)(=O)c2ccc(C)cc2)cc1	-14	0.0	.	-4	-0.3	8	-9	-8	1
70	O=C(/C=C/c1ccccc1)N1CCN(c2c(Cl)cccc2[N+](=O)[O-])CC1	-1.7	0.8	3.0	-5	.	-4	-2	-5	-1
71	O=C1NC[C@H](CCCCN2CCN(CCC3CCCCC3)C(=O)C2=O)N(CCc2ccc(O)cc2)C1=O	-0.6	.	.	-11	.	.	3	1	.
72	CC(=O)Nc1cccc(C(=O)OCC(=O)NNC(=O)c2ccc([N+](=O)[O-])cc2)c1	-0.3	-2.3	4.5	-6	-0.8	-9	19	-23	-3
73	Cc1cc(C(=O)NCCCN2CCN(c3cc(Cl)ccc3C)CC2)n(-c2ccccc2)n1	0.3	-4.6	-1.1	-6	1.9	2	2	-11	0
74	CN1OC[C@@H]2CN(C(=O)c3ccco3)[C@H](c3ccc(-c4ccc(C#N)cc4)cc3)C[C@@H]21	-0.3	-1.4	.	2	.	7	4	6	-1

The order is random (roughly 4.8% active in at least one column).
